RECQ1 inh – blocks DNA unwinding by human RECQ1; P46063; RECQ1 DNA unwinding, red fluorescence kinetic read; hit rate 0.54% among 240,000; Potency, µM (doses to about 57.3 µM), without a hit: at the highest dose activity, negative = inhibition, usual class: inhibitors;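 note: plate controls were vehicle for no effect and no enzyme for full effect; nearly all actives have a fitted effect of over 30% in size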
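RECQ1T1 50 nM; forked duplex (20 bp + 30-nt ss tails) 200 nM, ATP 2 mM final; pH 8.0, 2 mM MgCl2, 2.5 ug/ml poly(dI-dC); 15 min compound preincubation; discontinuous kinetic read over 2 h at RT.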
TRb-SRC2 inh – disrupts binding of human TR beta to SRC2; TRbeta-SRC2 peptide binding, fluorescence polarization; receptor liganded with 1 µM T3; Potency, µM (titrated, usually from 106 µM), for the others: at the top dose activity change, negative = inhibition, usual class: inhibitors; hit rate 0.065% among 280,000; AID 1469;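 note: plate controls were bound peptide for no effect and peptide without receptor for full effect; nearly all actives have a fitted effect of over 50% in size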
Target sequence (P10828 whole entry, looked up): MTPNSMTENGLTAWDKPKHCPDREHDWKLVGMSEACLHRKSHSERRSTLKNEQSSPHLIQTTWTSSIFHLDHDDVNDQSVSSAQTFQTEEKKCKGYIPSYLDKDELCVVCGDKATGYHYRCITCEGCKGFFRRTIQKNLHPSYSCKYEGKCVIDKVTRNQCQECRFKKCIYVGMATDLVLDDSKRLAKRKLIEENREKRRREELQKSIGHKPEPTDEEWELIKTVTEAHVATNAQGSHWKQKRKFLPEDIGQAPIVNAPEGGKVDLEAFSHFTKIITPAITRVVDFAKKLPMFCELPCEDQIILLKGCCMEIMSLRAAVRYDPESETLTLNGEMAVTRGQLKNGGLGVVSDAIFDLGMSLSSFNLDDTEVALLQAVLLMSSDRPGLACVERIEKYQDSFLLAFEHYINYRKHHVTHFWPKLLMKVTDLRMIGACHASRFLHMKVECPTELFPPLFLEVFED
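A fluorescence polarization screen tested compounds at multiple concentrations against complex formation between 0.6 uM TRb ligand-binding domain and 20 nM Texas Red SRC2 peptide, with 1 uM T3 present; readout after 5 hr.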
L3MBTL1 inh – blocks human L3MBTL1; Q9Y468; AlphaScreen L3MBTL1–H3K9me1 peptide binding; Potency, µM (doses to about 57.1 µM), for inactives: at the top dose activity, negative = inhibition, most hits filed as inhibitors; hit rate 0.66% among 230,000; AID 485360; note: nearly all actives have a fitted effect of over 60% in size
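Displacement of a biotinylated histone H3(1-15) peptide monomethylated at Lys9 (75 nM) from L3MBTL1 (50 nM) was measured by AlphaScreen after a 30 min room-temperature compound incubation; cefsulodin titration served as intraplate control.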
GoLoco inh red – RGS12 GoLoco-Gai1 interaction inhibition; Gai1:RGS12 GoLoco peptide FP, rhodamine, 10 min; Potency, µM (titrated, usually from 61.6 µM), for inactives: at the top dose activity, negative = inhibition, hits mostly inhibitors; hit rate 0.44% among 230,000; AID 880; active = well fitted inhibition curve with a large enough effect, not every such curve was filed as active; inactive = no such curve, though single readings can be large or run the other way; note: nearly all actives have a fitted effect of over 30% in size; many of its hits are not listed in these tables
Target sequence (P63096 whole entry, looked up): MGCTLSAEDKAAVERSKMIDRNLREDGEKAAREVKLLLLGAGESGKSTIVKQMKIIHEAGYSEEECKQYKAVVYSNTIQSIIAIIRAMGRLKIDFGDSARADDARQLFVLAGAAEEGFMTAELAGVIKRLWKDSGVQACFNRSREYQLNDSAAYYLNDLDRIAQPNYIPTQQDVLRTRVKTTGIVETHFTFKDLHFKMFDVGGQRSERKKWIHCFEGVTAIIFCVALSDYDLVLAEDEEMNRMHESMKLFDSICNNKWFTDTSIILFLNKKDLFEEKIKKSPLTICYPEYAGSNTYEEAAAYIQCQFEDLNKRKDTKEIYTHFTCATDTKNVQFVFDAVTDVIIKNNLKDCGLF
GAA inh – blocks human lysosomal alpha-glucosidase | P10253 | purified human GAA, 4-MU-alpha-glucoside fluorescence | Potency, µM (highest dose often 76.9 µM), for inactives: at the highest dose activity change, negative = inhibition, most hits filed as inhibitors | hit rate 0.005% among 200,000;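 note: plate controls were uninhibited enzyme wells for no effect and no-enzyme background for full effect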
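Human alpha-glucosidase, 4 nM, pre-mixed with test compounds before 400 uM 4-methylumbelliferyl substrate; 20 min room temperature at pH 5.0. Fluorescence read after pH 10 stop; AC50 values from Hill-equation fits.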
aGlu spleen mod – inhibitors or activators of human alpha-glucosidase in spleen homogenate; P10253; human spleen homogenate, 4-MU-alpha-glucoside fluorescence; Potency, µM (titrated, usually from 79.9 µM), without a hit: top-dose activity change, negative = inhibition, usual class: inhibitors; hit rate 0.006% among 240,000; AID 2112;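 note: 0% = enzyme with vehicle and -100% = no enzyme basal signal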
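AC50 values come from Hill-equation fits of concentration-response data, normalized to no-enzyme and full-activity controls. Enzyme source: 1 ug human spleen homogenate; 1 mM fluorogenic 4-MU glucoside, pH 5.0 citrate buffer, 37 C, 40 min.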
GAA glycogen mod – GAA glycogen-cleavage inhibition or activation. P10253. recombinant GAA, glycogen substrate, Amplex Red glucose oxidase fluorescence. Potency, µM (doses to about 76.4 µM), without a hit: at the highest dose activity change, negative = inhibition, most hits filed as inhibitors. hit rate 0.38% among 300,000. AID 2100;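 note: 0% = full enzyme reaction and -100% = no-enzyme basal signal; the screen sought inhibitors and activators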
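Recombinant human alpha-glucosidase (4 nM final) hydrolysed bovine liver glycogen (30 ug) for 40 min at 37 C in pH 5.0 citrate/phosphate with 0.01% Tween-20. Released glucose detected by glucose oxidase/Amplex Red, Ex 573/Em 610 nm. Compounds up to 77 uM; AC50 from Hill fits.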
TexasRed fluor – Texas Red fluorescence interference in TRb-SRC2 counter-screen; TRb/SRC2 Texas Red total fluorescence interference; Potency, µM (titrated, usually from 106 µM), inactives show top-dose fluorescence change, negative = quenching; hit rate 0.29% among 280,000; AID 1479; active = well fitted curve in either direction with a large enough effect; inconclusive = small, poorly fitted or top-dose-only effect
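Human TRb ligand-binding domain at 0.6 uM with 20 nM Texas Red SRC2 peptide in Tris buffer containing 1 uM T3 and 5% DMSO, incubated with compound 5 h at ambient temperature. Total fluorescence (555/632 nm) calculated as parallel + 2 × perpendicular.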
Numbers without * were called inactive; i = inactive; ? = inconclusive; / = not tested or not shown; [ ] = another dose, or the depositor's remark. Unless noted, calls come from the whole dose curve; as a rule, active = well fitted curve in the direction sought with a large enough effect; inconclusive = small, poorly fitted or top-dose-only effect, or another doubt; inactive = no such curve, though single readings can be large; an effect the other way counts as inactive or inconclusive. Unless noted, % is set by controls: 0 for no effect and ±100 for the full control effect; potency is the fitted concentration of half-maximal effect. These rows are one share of the data; the hit share may differ from the screen's.

SMILES	RECQ1 inh	TRb-SRC2 inh	L3MBTL1 inh	GoLoco inh red	GAA inh	aGlu spleen mod	GAA glycogen mod	TexasRed fluor
O=C(CSc1nc2ccsc2c(=O)n1CC1CCC(C(=O)O)CC1)c1ccc(Cl)cc1 (stereo not drawn)	?	13%	/	-3%	-7%	1%	2%	-1%
COc1ccc(C(=O)Oc2ccc[nH]c2=O)cc1	-10%	-2%	58%[activator]	5%	/	0%	-3%	-1%
CC(C)(C)OC(=O)NCCc1nnc(SCc2cccc(Cl)c2)o1	-1%	4%	/	13%	/	-2%	-16%	-6%
CCCCNC(=O)CN1C(=O)C(CC)Oc2ccc(Cl)cc21 (stereo not drawn)	-10%	0%	-3%	/	-7%	-2%	2%	-4%
OCC1CCCCN1C(=S)NCc1ccco1 (stereo not drawn)	-5%	6%	8%	2%	-8%	1%	12%	0%
COc1ccc(Cl)cc1NC(=O)NCCCl	-2%	-5%	-2%	7%	7%	-10%	2%	-1%
COC(=O)c1c(NC(=O)c2ccc(Br)s2)sc2c1CCC2	-9%	1%	-4%	14%	-4%	-2%	0%	-4%
Cc1noc2ncnc(Sc3ccc(Cl)cc3)c12	i	-20%	/	-3%	5%	7%	15%	4%
CCCCCCCn1c(=O)c(C(=O)OC)c(N)c2ccccc21	-5%	-2%	10%	-1%	/	-3%	-18%	1%
O=C(CSc1ncccn1)NN=C1CCCCCCC1	-13%	-8%	/	0%	4%	-7%	-1%	-1%

Compounds listed so far with an aryl methoxy group, in the order listed:
SMILES	RECQ1 inh	TRb-SRC2 inh	L3MBTL1 inh	GoLoco inh red	GAA inh	aGlu spleen mod	GAA glycogen mod	TexasRed fluor
COc1ccc(C(=O)Oc2ccc[nH]c2=O)cc1	-10%	-2%	58%[activator]	5%	/	0%	-3%	-1%
COc1ccc(Cl)cc1NC(=O)NCCCl	-2%	-5%	-2%	7%	7%	-10%	2%	-1%

Following part:
SMILES	RECQ1 inh	TRb-SRC2 inh	L3MBTL1 inh	GoLoco inh red	GAA inh	aGlu spleen mod	GAA glycogen mod	TexasRed fluor
COc1cccc(-c2noc(-c3ccc4c(c3)OCO4)n2)c1	-4%	-4%	/	12%	4%	6%	-2%	0%
S=C(NCc1ccco1)N1CCN(c2nc(-c3ccc(Cl)cc3)cs2)CC1	-6%	-2%	/	21%	-5%	-8%	-7%	-1%
COC(=O)C1=C(C)N(Cc2ccco2)C(=O)C1	-14%	4%	/	-2%	-2%	-4%	-9%	0%
CCSC1=C(C#N)C(c2ccc(C)s2)CC(=O)N1 (stereo not drawn)	-2%	-1%	3%	5%	2%	0%	4%	-1%
Cn1cccc1CC(=O)NNC(=S)Nc1ccc(Cl)cc1	-20%	2%	-6%	-7%	2%	-3%	-3%	0%
Cc1ccc(C(C(=O)NC2CCCC2)N(Cc2ccc(F)cc2)C(=O)c2csnn2)o1 (stereo not drawn)	-1%	-2%	-4%	8%	1%	1%	-8%	2%
O=C(Cc1ccccc1Cl)N1CCN(c2ccccn2)CC1	i	2%	4%	2%	4%	-1%	1%	-4%
CN(C)/C=C(\c1cnc(Cl)s1)S(=O)(=O)c1ccccc1	i	-5%	2%	9%	11%	1%	1%	-1%
CCCC1(CCC)NC(=O)N(CC(=O)Nc2cccc(OC)c2)C1=O	-3%	4%	3%	3%	-2%	-4%	13%	0%
Fc1ccc(-c2n[nH]c(=S)c3ccccc23)cc1	-2%	1%	/	5%	-14%	-4%	1%	-7%
CCOC(=O)c1cc(NC(=O)c2c(C)noc2C)cc(C(=O)OCC)c1	-3%	-10%	/	8%	-4%	-1%	2%	-2%
N#Cc1nc(-c2ccccc2Cl)oc1N1CCCCC1	-9%	-1%	-27%	-4%	1%	-4%	3%	-1%
COc1cccc(NC(=O)N2CCCC2C(=O)NC(C)C)c1 (stereo not drawn)	-10%	-17%	-5%	7%	-4%	1%	2%	1%
COc1cc(NC(=O)c2ccccc2[N+](=O)[O-])ccc1NC(=O)C(C)C	-2%	1%	5%	/	2%	4%	0%	-3%
O=C(CSc1ncnc2sc(-c3ccccc3)cc12)NC1CCS(=O)(=O)C1 (stereo not drawn)	-2%	-6%	10%	4%	1%	/	-4%	-4%
Clc1ccccc1CNc1ncnc2nc[nH]c12	1%	4%	6%	-5%	5%	-2%	6%	-2%
CCc1ccc(-n2c(C)cc(/C=N/NC(=O)OC)c2C)cc1	4%	-4%	-4%	0%	-2%	-3%	12%	0%
CCn1nnc(NC(=O)c2c(OC)cccc2OC)n1	i	2%	0%	2%	4%	-2%	-5%	-1%
O=C(c1cccc(S(=O)(=O)NCc2ccccc2)c1)N1CCN(Cc2ccccc2)CC1	-5%	3%	/	0%	-6%	-21%	-7%	1%
C[C@H](N)c1nnc(SCC(=O)N(C)C)o1	-10%	1%	?	-2%	6%	3%	8%	-4%

Part of the list above, set out differently.
| SMILES | RECQ1 inh | TRb-SRC2 inh | L3MBTL1 inh | GoLoco inh red | GAA inh | aGlu spleen mod | GAA glycogen mod | TexasRed fluor |
| --- | --- | --- | --- | --- | --- | --- | --- | --- |
| Clc1ccccc1CNc1ncnc2nc[nH]c12 | 1% | 4% | 6% | -5% | 5% | -2% | 6% | -2% |
| CCc1ccc(-n2c(C)cc(/C=N/NC(=O)OC)c2C)cc1 | 4% | -4% | -4% | 0% | -2% | -3% | 12% | 0% |
| CCn1nnc(NC(=O)c2c(OC)cccc2OC)n1 | i | 2% | 0% | 2% | 4% | -2% | -5% | -1% |

Carrying on.
SMILES	RECQ1 inh	TRb-SRC2 inh	L3MBTL1 inh	GoLoco inh red	GAA inh	aGlu spleen mod	GAA glycogen mod	TexasRed fluor
CCCn1nc(NC(=O)C2CCCO2)c2cc3ccc(C)cc3nc21 (stereo not drawn)	2%	-4%	55%[activator]	-4%	/	-8%	2%	-2%
CCC(CC)=NNc1ccc(S(N)(=O)=O)cc1[N+](=O)[O-]	1%	-3%	-21%	7%	/	3%	?	1%
Cc1ccc2c(c1)c1c(n2CC(O)Cn2nc(C)c(Br)c2C)C(=O)CCC1 (stereo not drawn)	2%	12%	10%[11.4 µM]	-10%	-3%	-5%	-9%	-4%
Cc1cc2ccccc2n2c(SCC(=O)Nc3ccc(S(=O)(=O)N4CCC(C)CC4)cc3)nnc12	-5%	3%	2%	-1%	-10%	3%	13%	-21%
Cc1ccc(N(C(=O)Cn2nnc3ccccc32)C(C(=O)NCc2ccco2)c2cccnc2)cc1 (stereo not drawn)	-1%	5%	34%[activator]	/	-5%	4%	-1%	-5%
CCOC(=O)N1CCN(C(=S)Nc2cc(S(=O)(=O)N3CCOCC3)ccc2Cl)CC1	i	4%	11%	-2%	-1%	3%	-1%	-2%
S=C(NCC1CCCO1)N1CCN(c2ccc(Cl)c(Cl)c2)CC1 (stereo not drawn)	-10%	3%	-1%[11.4 µM]	-8%	-2%	-4%	-27%	-3%
CCCCCCCCCCCCCCC(C(=O)O)C(O)(CC(=O)OC)C(=O)O (stereo not drawn)	?	-6%	/	-2%	/	-13%	/	-41%
CCc1sc(C(=O)NCCc2ccc(S(N)(=O)=O)cc2)cc1Br	i	-3%	5%	0%	-5%	10%	-6%	0%
CC(CCc1ccccc1)N1CCN(Cc2ccccc2)CC1 (stereo not drawn)	1%	4%	3%	-8%	0%	-4%	10%	-1%
COc1ccccc1N1CCN(C[C@@H](C(=O)NC(C)(C)C)c2ccccc2)CC1	-14%	1%	/	-1%	/	17%	/	0%
COc1cccc(-n2c(SCC(N)=O)nc3ccccc3c2=O)c1	-5%	1%	3%	81%[activator]	?	-16%	4%	1%
CCOC(=O)c1cnc2c(C)cccc2c1NCc1ccco1	-11%	-2%	10%	0%	4%	3%	4%	0%
CCCCN1C(=O)C(O)=C(C(C)=O)C1c1ccc(OC)cc1OC (stereo not drawn)	i	3%	4%	/	-8%	5%	7%	0%
O=C(Cn1nnc2ccccc21)N/N=C\C=C\c1ccccc1	-11%	2%	2%	3%	7%	-6%	8%	-10%
Cc1cc(NC(=O)CCSc2nc(-c3ccco3)cc(C(F)(F)F)n2)n(-c2ccccc2)n1	-9%	-2%	-2%	0%	-7%	-8%	-11%	-6%
COc1ccccc1S(=O)(=O)n1cc(Cc2ccccc2)c(N)n1	2%	0%	-12%[11.4 µM]	-10%	-5%	-5%	-1%	-1%
COc1ccc(CNC(=O)/C=C/C(=O)O)cc1	-1%	4%	14%	-4%	-1%	-6%	4%	-4%
Cc1cccc(NS(=O)(=O)c2cc(C(=O)N3CCOCC3)ccc2Cl)c1	i	-1%	-12%	-4%	5%	-6%	7%	-1%
CC(C)c1ccc(N=C2N=C(N)c3ccccc32)cc1	-11%	-5%	-14%	0%	-1%[15.4 µM]	-12%	2%	-1%
Cc1[nH]nc(-c2ccc(OCc3cnn(-c4ccccc4)c3)c(C)c2O)c1Oc1ccccc1	-3%	-2%	-10%	5%	-2%	5%	-10%	2%
O=S1(=O)C2CC3C=CC2(O3)C(OCc2ccc(Cl)c(Cl)c2)C(Cc2ccccc2)N1Cc1ccc(Cl)c(Cl)c1 (stereo not drawn)	-7%	3%	/	/	/	0%	/	-2%
COc1ccc(OC)c(NC(=S)N2CCN(c3ccccn3)CC2)c1	-4%	-6%	-4%	4%	4%	0%	-14%	-1%
Oc1oc(-c2ccccc2)nc1/C=N/c1nccs1	-12%	-6%	36%[activator]	-6%	-3%	-5%	-16%	0%
O=C(c1ccc(CS(=O)(=O)c2ccc(Br)cc2)o1)N1CCCCCC1	-1%	14%	/	-3%	?	-6%	9%	1%
Cc1ccc(CN2CCNC(=O)C2CC(=O)NCCCn2cccn2)o1 (stereo not drawn)	-14%	-3%	2%	8%	4%	5%	-6%	-6%
COc1ccc2nc(/N=C/c3c(C)[nH]n(-c4ccc(C)cc4C)c3=O)sc2c1	-7%	1%	-3%	-33%	-3%	-8%	15%	-10%
CN(C)C(=O)C(CCN1CCC(O)(c2ccc(Cl)cc2)CC1)(c1ccccc1)c1ccccc1	3%	1%	4%	9%	-1%[15.4 µM]	-23%	5%	-5%
COC(=O)c1ccc(OC)cc1OCC(=O)N1CCN(c2ccc(F)cc2)CC1	-5%	-1%	-1%	0%	-5%	10%	1%	1%
CCOC(=O)c1ccc(CNC(=O)CSc2nnnn2-c2ccc(Cl)cc2)o1	-4%	5%	-3%	0%	-9%	5%	2%	1%

Bioassay records from PubChem BioAssay.
